Screening data as filed in PubChem BioAssay.
Mdm2 ligase inh – blocks human Mdm2 ubiquitin ligase activity | cell-based MDM2 ubiquitination luciferase reporter, 2 h; 0 = plate control, 100 = twice control, blank-subtracted | Q00987 | hit rate 0.11% among 210,000 | signal enhancement, % at 5 µM;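 active = signal enhancement of 30% or more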;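 also: luminescence tracks abundance of the self-degrading MDM2-luciferase fusion protein; higher signal means inhibition of MDM2 E3 ligase activity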
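system = mammalian cells stably expressing self-ubiquitinating, self-degrading MDM2 E3–luciferase fusion | quantity = 2000 cells per well seeded | incubation = 4 h cell settling then 2 h compound exposure, 37 °C | signal = SteadyLite luminescence, 15 min reagent step | benchmarks = plate control and blank wells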
Hck Nef HTS – inhibitors of human Hck kinase activated by Nef; Recombinant Hck-YEEI plus Nef, Z-Lyte FRET kinase assay; inhibition, % at 20 µM; hit rate 0.68% among 220,000; AID 463187;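 active = Hck-Nef kinase inhibition above about 50%, limit read from the data; inactive = inhibition below that limit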;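 also: 0% = DMSO with Hck plus Nef and 100% = Hck alone without Nef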
Target sequence (P08631 whole entry, looked up): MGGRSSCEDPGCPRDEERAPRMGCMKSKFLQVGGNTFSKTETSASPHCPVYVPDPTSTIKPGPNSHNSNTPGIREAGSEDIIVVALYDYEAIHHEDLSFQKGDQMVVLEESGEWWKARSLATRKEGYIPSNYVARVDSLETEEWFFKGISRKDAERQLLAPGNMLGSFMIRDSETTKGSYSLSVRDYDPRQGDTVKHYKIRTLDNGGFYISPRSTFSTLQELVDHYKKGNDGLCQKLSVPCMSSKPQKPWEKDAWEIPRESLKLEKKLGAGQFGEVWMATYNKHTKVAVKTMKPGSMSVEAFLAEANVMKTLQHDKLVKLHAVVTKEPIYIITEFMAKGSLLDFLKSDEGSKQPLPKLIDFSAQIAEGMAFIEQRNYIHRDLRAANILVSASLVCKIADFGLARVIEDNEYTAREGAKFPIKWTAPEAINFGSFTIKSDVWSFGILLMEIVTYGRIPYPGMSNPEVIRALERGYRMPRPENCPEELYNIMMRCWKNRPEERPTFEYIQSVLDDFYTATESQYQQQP
zVAD death inh – L929 zVAD cell death inhibition; AID 1377; viability rescue, % at 10 µM; hit rate 0.38% among 220,000; L929 zVAD necroptosis rescue, ATP luminescence, 24 h; with zVAD 60 µM;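 active = activation, scaled between plate controls, above about 75%, limit read from the data; inactive = activation under that limit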;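 also: 0% = zVAD with DMSO and 100% = DMSO alone without zVAD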
NCF1 inh – inhibitors of human p47phox binding; P14598; p47phox/p22phox peptide binding, fluorescence polarization, 2 h; inhibition, % at 24.7 µM; hit rate 0.53% among 220,000; AID 1274;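 active = inhibition above about 30%, limit read from the data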;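 also: 0% = p47phox with labelled peptide and 100% = labelled peptide alone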
Target sequence (P14598 whole entry, looked up): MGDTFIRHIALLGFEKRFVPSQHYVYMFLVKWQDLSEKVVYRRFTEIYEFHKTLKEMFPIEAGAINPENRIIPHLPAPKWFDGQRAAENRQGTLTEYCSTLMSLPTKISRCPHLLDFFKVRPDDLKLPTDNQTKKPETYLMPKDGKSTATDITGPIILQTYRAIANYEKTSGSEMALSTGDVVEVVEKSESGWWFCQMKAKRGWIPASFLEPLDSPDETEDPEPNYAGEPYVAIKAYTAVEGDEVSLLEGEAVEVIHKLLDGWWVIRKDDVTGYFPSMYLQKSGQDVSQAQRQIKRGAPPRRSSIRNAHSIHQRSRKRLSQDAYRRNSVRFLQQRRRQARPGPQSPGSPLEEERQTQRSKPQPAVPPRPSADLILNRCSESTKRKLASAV
Runt-SMMHC FRET – blocks binding of human RUNX1 Runt domain to CBFb-SMMHC | Q01196+Q13951 | Cerulean-Runt/Venus-CBFb-SMMHC FRET ratio 530/480, 1 h | inhibition, % at 20 µM | hit rate 0.74% among 220,000 | AID 1434;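 active = mean inhibition across duplicate retests at 20 µM reaching about 50%, limit read from the data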;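 also: 0% = DMSO wells and 100% = wells with excess untagged CBFb-SMMHC; inhibitors lower the FRET ratio by blocking Runt binding to CBFb-SMMHC; some results filed as inactive read as strong as hits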
Tb hexokinase – blocks Trypanosoma brucei hexokinase 1 activity | recombinant TbHK1, G6PDH-coupled NADH A340 | hit rate 0.11% among 220,000 | inhibition, % at 10 µM;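 active = inhibition of 50% or more in the single-dose primary screen; inactive = inhibition below 50%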
14-3-3 Bad inh – disrupts binding of bovine 14-3-3 zeta to phospho-Bad peptide. P63103. TR-FRET 14-3-3zeta/Dy647-pBad peptide displacement, 1 h. inhibition, % at 21.7 µM. hit rate 0.71% among 220,000. AID 781;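 active = inhibition above about 70%, limit read from the data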;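 also: 0% = full 14-3-3 plus peptide FRET controls and 100% = background without 14-3-3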
Runt-CBFb FRET – Runt domain-CBFb interaction inhibition; Q01196+Q13951; Cerulean-Runt/Venus-CBFb FRET ratio 530/480, 1 h; inhibition, % at 20 µM; hit rate 0.46% among 220,000; AID 1496;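 active = inhibition over about 50% at 20 µM in the single-dose screen, limit read from the data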;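 also: 0% = DMSO wells and 100% = excess unlabeled CBFb competitor control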
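Buffer or medium: Tris pH 7.5 buffer with BSA. Assay system: Cerulean-labeled Runt domain protein. Amount: each fluorescent fusion protein 100 nM. Read-out basis: loss of energy transfer signal. Incubation: 1 h compound exposure, room temperature. Probe or stimulus: Venus-CBFb binding partner, 100 nM. Detection: FRET, excitation 422 nm, emission at 530 and 480 nm.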
EBV gp42 inh – EBV gp42 inhibition; Q1HVG2; Fluorescence polarization binding assay, mP read-out; inhibition, % (tested at 21.74 µM); hit rate 0.42% among 220,000; AID 1085; in the data active = inhibition above about 50%
* marks the source's active call; other numbers are inactive results; nt = not tested or not shown; [ ] = dose if it differs, or a comment.

Value order: Mdm2 ligase inh | Hck Nef HTS | zVAD death inh | NCF1 inh | Runt-SMMHC FRET | Tb hexokinase | 14-3-3 Bad inh | Runt-CBFb FRET | EBV gp42 inh
COC(=O)c1sccc1NC(=O)COc1cccc(C)c1
    nt | 24 | -0.5 | -12 | -2 | -2 | 7 | -3 | -16
c1ccc2c(c1)CNc1ccccc1C2
    -10 | -1 | -0.1 | -10 | 2 | -5 | -5 | 0 | -14
NC(=O)c1sc(=S)n2c1[nH]c(=O)c1sccc12
    1 | 24 | 1.1 | -20 | -138 | -6 | -15 | -21 | 3
COc1ccc(-n2nc3c(c2NC(=O)c2ccc(S(=O)(=O)N4CCOCC4)cc2)CS(=O)C3)cc1 (centres undefined)
    -11 | -5 | 1.3 | -4 | 1 | -5 | -4 | -1 | 0
CCCCC(=O)Nc1c(C)cc(C)cc1Cl
    -21 | 0 | 3.0 | -4 | -3 | 1 | 0 | 1 | -14
CC1CCCCN1C(=O)C1CCCCN1S(=O)(=O)c1cccc([N+](=O)[O-])c1 (centres undefined)
    1 | 8 | 0.2 | 1 | -3 | 9 | 1 | 0 | 2
COc1ccccc1OCC(O)Cn1c(Br)nc2c1c(=O)[nH]c(=O)n2C (centres undefined)
    -2 | -1 | 0.1 | -6 | 3 | 21 | 3 | 1 | -8
Cn1c(Cc2ccccc2)[n+](C)c2ccccc21
    -6 | 11 | 2.8 | 2 | 3 | -11 | -6 | 1 | -7
CN1CCN(C(=S)Nc2ccccc2Cl)CC1
    -19 | 2 | 0.0 | -19 | -4 | -17 | -13 | 4 | -31
COc1ccc(OC)c(-n2c(-c3cccc(S(=O)(=O)N(C)C)c3)n[nH]c2=S)c1
    -6 | 5 | 1.3 | 0 | 6 | -11 | -6 | 6 | 1
O=C(NC(=Nc1ccccc1)N1CCOCC1)Nc1ccccc1
    -52 | 4 | 0.1 | -1 | 0 | -2 | -15 | -3 | -11
O=C(O)c1ccc(NS(=O)(=O)c2ccc3c(c2)C(=O)c2cc(S(=O)(=O)Nc4ccc(C(=O)O)cc4)ccc2-3)cc1
    -3 | 18 | 1.7 | -13 | -4 | -1 | -2 | 2 | -6
COc1ccc(-n2c(-c3ccco3)n[nH]c2=S)cc1
    -14 | 0 | -0.2 | 0 | 17 | 5 | 2 | 3 | 0
CCOc1ccccc1NC(=O)/C=C/C(N)=O
    16 | -2 | 1.5 | -21 | 10 | 0 | 21 | 16 | -9
O=C1c2ccccc2C(=O)N1CCCc1nc(-c2ccncc2)no1
    -3 | 0 | -0.1 | -21 | 3 | 4 | 6 | -2 | -23
COc1ccc2c(c1)S/C(=C\C(=O)c1ccncc1)N2C
    -8 | -2 | -0.3 | -38 | -33 | -5 | -11[fluorescence artefact?] | 45 | 2
CCOc1ccccc1N1CCN(C(=O)c2c(-c3ccccc3Cl)noc2C)CC1
    -21 | 3 | -0.3 | -6 | 5 | 35 | -9 | 31 | -6
CN(C(=O)COc1ccc(S(=O)(=O)N2CCOCC2)cc1[N+](=O)[O-])C1CCS(=O)(=O)C1 (centres undefined)
    -5 | 15 | -0.2 | 6 | -1 | -12 | -4 | 3 | -9
O=C(O)c1ccc2c(c1Nc1ccccc1)C(=O)c1ccccc1C2=O
    0 | 5 | -0.3 | 18 | 1 | -8 | -13 | 0 | 7
Cc1cc(C)cc(OCC(=O)NNC(=O)CCN2C(=O)c3ccccc3C2=O)c1
    31* | -3 | -0.7 | -1 | 0 | 0 | -7 | -2 | 1
CCC(=O)Nc1ccc(Nc2nc(C)c([N+](=O)[O-])c(Nc3ccc(NC(=O)CC)cc3)n2)cc1
    2 | 3 | 3.8 | -21 | -4 | -21 | -3[fluorescence artefact?] | -5 | -10
Cc1ccc(Nc2nnc(SCC(=O)c3cc4ccccc4o3)s2)cc1C
    -2 | 8 | 1.7 | -114 | 9 | -14 | -17[fluorescence artefact?] | 23 | -32
Cc1ccc(CN(Cc2ccco2)S(=O)(=O)c2ccc(S(=O)(=O)NCC3CCCO3)cc2)cc1 (centres undefined)
    nt | 0 | 2.3 | -15 | -5 | 0 | -5 | -6 | -4
CN1C(=O)c2ccc(NC(=S)NC(=O)C(C)(C)C)cc2C1=O
    -2 | 0 | 1.0 | -6 | -8 | -5 | -6 | -3 | -8
OCCC1CN(Cc2ccon2)CCN1Cc1ccc(F)c(F)c1 (centres undefined)
    -5 | 16 | 4.1 | 4 | -6 | -2 | -3 | 4 | -3
COC(=O)c1ccc(NC(=S)Nc2ccccn2)cc1
    -1 | 0 | 0.4 | -5 | 14 | -8 | -9 | 2 | -9
Cc1nnc(SCCN2CCOCC2)n1C
    -2 | -3 | nt | -4 | 3 | 2 | 28 | -1 | -11
O=S(=O)(c1ccccc1Cl)N1CCC(O)(c2ccc3c(c2)OCO3)CC1
    -4 | 2 | -0.2 | -16 | 4 | -1 | -1 | 0 | -8
C=CCNC(=O)NC(=O)COC(=O)COc1ccc(Br)cc1F
    -13 | 1 | 0.7 | -2 | 0 | 2 | 2 | 0 | -4
CCN(CCCNC(=O)CN1C(=O)COc2ccccc21)c1cccc(C)c1
    0 | 3 | 0.4 | 0 | 1 | -4 | 8[fluorescence artefact?] | 2 | -7
CC1CCN(C(=O)Cn2cc3c(n2)CCCC3)CC1
    -26 | 20 | -0.6 | -15 | 4 | -5 | 5[fluorescence artefact?] | 1 | -9
CC(=O)/C(C(=N)N1CCN(Cc2ccccc2)CC1)=C(\C)O
    -8 | 2 | 2.1 | -4 | -2 | 2 | -11 | -1 | -22
CCOC(=O)c1c(C)sc2c1N(C(=O)CN(CC)CC)c1cc(Cl)ccc1S2
    -8 | 0 | 0.0 | -5 | 1 | -11 | 7 | 0 | 1
CCn1c(SCC(=O)N2CCCC2)nnc1-c1ccc(N)cc1
    3 | 7 | -0.1 | -12 | 10 | 5 | 3 | -6 | -8
COc1cc(C2c3c(n[nH]c3C)C(=O)N2c2ccc(Br)cc2)ccc1O (centres undefined)
    -22 | -1 | 0.3 | -1 | 4 | -7 | -7 | 8 | 6
CCOC(=O)C(c1ccccc1)C(Nc1ccccc1)c1ccccn1 (centres undefined)
    -9 | -13 | -0.8 | -9 | -1 | -2 | -7 | 0 | -10
CC(C)O/C(=N\S(=O)(=O)c1ccc(Cl)cc1)c1ccccc1
    -16 | 1 | 2.1 | 3 | -1 | 0 | 2 | 1 | -7
Cc1ccc(N(C(=O)CCC(=O)Nc2cc(C)on2)C(C(=O)NC2CCCC2)c2ccccc2)cc1 (centres undefined)
    -3 | 22 | 1.4 | -5 | -1 | -2 | -1 | -2 | -9
O=C(Nc1cccc2c1N(C(=O)c1ccco1)CCC2)c1ccco1
    nt | 23 | -1.0 | -3 | 2 | -7 | -1 | 0 | -17
CCc1ccccc1NC(=O)COc1ccc2c(=O)c(Oc3cc(C)ccc3C)coc2c1
    3 | -9 | 0.5 | -10 | 0 | -1 | -14 | 1 | 8
N#CC1=C(N)NC(SCC(=O)Nc2ccccc2)=C(C#N)C12CCCC2
    -6 | 2 | 0.2 | -7 | -48 | -3 | -14 | 0 | -5
Cc1ccc2nc(NCc3ccccc3)[nH]c2c1
    -15 | -1 | -0.4 | -16 | 1 | 5 | -19[fluorescence artefact?] | -3 | -4
CC(C1CC1)N(C(=O)c1ccccc1[N+](=O)[O-])c1ccccc1 (centres undefined)
    -4 | 14 | -0.7 | -17 | 1 | -1 | -2 | -2 | -6
O=C(CN(Cc1ccccc1Cl)C(=O)c1ccc(CN2CCOCC2)o1)NCc1ccccc1
    -9 | -2 | -0.4 | 3 | 0 | 0 | nt | 0 | -14
Cc1cccc(C(=O)N2c3ccccc3C(=O)OC2c2ccc3c(c2)OCO3)c1 (centres undefined)
    5 | -1 | 0.6 | -2 | -8 | 3 | -11 | -1 | -20

The list continues:
| compound | Mdm2 ligase inh | Hck Nef HTS | zVAD death inh | NCF1 inh | Runt-SMMHC FRET | Tb hexokinase | 14-3-3 Bad inh | Runt-CBFb FRET | EBV gp42 inh |
| --- | --- | --- | --- | --- | --- | --- | --- | --- | --- |
| O=C(Nc1cc(Cl)cc(Cl)c1)c1cccc(OC(F)F)c1 | -21 | 0 | 2.0 | -6 | -2 | 2 | 7 | 3 | 5 |
| CCNC(=O)NC(=O)C(C)OC(=O)C1CCN(S(=O)(=O)c2ccccc2C(=O)OC)CC1 (centres undefined) | -26 | 12 | -1.2 | -4 | -1 | 11 | 4 | -6 | -10 |
| COc1ccc2c(C(=O)CN(C)C3CCCCC3)c[nH]c2c1 | -17 | 1 | 1.0 | -23 | -6 | -6 | 11 | -3 | -42 |
| C=CCN(c1ccccc1C(=O)NCC(=O)O)S(=O)(=O)c1ccccc1C | -4 | 11 | 0.2 | -4 | 0 | -10 | -10 | -1 | -12 |
| NC(=O)C1(N2CCCCC2)CCN(C(=O)CCCn2c(=O)[nH]c3ccsc3c2=O)CC1 | -10 | 7 | 3.1 | 2 | 1 | 9 | 65 | -4 | -17 |
| O=S(=O)(Nc1ccc(-c2nc3cccnc3s2)cc1)c1ccc(Cl)s1 | -13 | 9 | 2.3 | -58 | nt | -41 | 5[fluorescence artefact?] | 68* | 1 |
| CC(=O)c1cccc(NC(=S)NC(=O)c2ccccc2C)c1 | -25 | 20 | 0.4 | 1 | nt | 6 | -2 | nt | 3 |
| Cc1ccccc1CN1CCc2c(OCC(=O)N3CCCCC3)cccc2C1=O | -8 | 16 | 4.8 | -2 | 0 | 1 | -4 | -2 | -7 |
| Cc1nc(CC(=O)c2ccc(O)cc2O)cs1 | -17 | -1 | -0.3 | 4 | 0 | -66 | -3 | -2 | -6 |
| COc1cc(/C=C(\C#N)c2nc3ccccc3[nH]2)cc(Br)c1OCc1ccc(F)cc1 | -23 | 4 | 0.9 | -5 | 106* | -6 | 1 | 54* | -9 |
| COCCn1nnnc1C(C(C)C)N1CCN(C(=O)c2ccco2)CC1 (centres undefined) | -1 | -1 | -0.1 | -16 | -2 | -1 | -10 | 0 | -22 |
| O=C(O)CC1=C(Nc2ccccc2)C(=O)N(c2ccccc2)C1c1ccc(Cl)cc1 (centres undefined) | -12 | 5 | -0.8 | -10 | -1 | -5 | 0 | 0 | -8 |
| COc1ccc(CC(=O)Nc2ccc(-c3noc(-c4cc(OC)c(OC)c(OC)c4)n3)cc2)cc1 | 5 | 6 | 0.7 | 2 | -6 | 1 | 1 | -2 | 5 |

Full records, looked up by structure. Order of values: Mdm2 ligase inh	Hck Nef HTS	zVAD death inh	NCF1 inh	Runt-SMMHC FRET	Tb hexokinase	14-3-3 Bad inh	Runt-CBFb FRET	EBV gp42 inh
O=C(O)CC1=C(Nc2ccccc2)C(=O)N(c2ccccc2)C1c1ccc(Cl)cc1 (centres undefined) is listed as -12	5	-0.8	-10	-1	-5	0	0	-8
C=CCN(c1ccccc1C(=O)NCC(=O)O)S(=O)(=O)c1ccccc1C is listed as -4	11	0.2	-4	0	-10	-10	-1	-12
O=S(=O)(Nc1ccc(-c2nc3cccnc3s2)cc1)c1ccc(Cl)s1 is listed as -13	9	2.3	-58	nt	-41	5[fluorescence artefact?]	68*	1
O=C(Nc1cc(Cl)cc(Cl)c1)c1cccc(OC(F)F)c1 is listed as -21	0	2.0	-6	-2	2	7	3	5
CCNC(=O)NC(=O)C(C)OC(=O)C1CCN(S(=O)(=O)c2ccccc2C(=O)OC)CC1 (centres undefined) is listed as -26	12	-1.2	-4	-1	11	4	-6	-10
